From PubChem BioAssay
DAX1 inh-1: inhibitors of human orphan nuclear receptor DAX1 (NR0B1); AID 504766; inhibition, % at 6.75 µM; HEK293 Gal4-DAX1 luciferase reporter, luminescence; 340,000 tested, 0.99% active;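 active means inhibition above the mean over all tested compounds plus 3 SD, cut at about 4.2% in these data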;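 further: 0% = DAX1-transfected cells with DMSO and 100% = empty-vector control cells with DMSO; inhibition shows as a rise in luminescence from relieved DAX1 repression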
hgDAF12 agonist: hgDAF-12 agonism, primary luciferase screen. activation, % at 6.8 µM. 370,000 tested, 1.8% active. AID 687014. HEK293 GAL4-hgDAF12 UAS-luciferase reporter, agonist luminescence; normalized to butyrate control;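 active means activation above a cutoff set at the mean of all screened compounds plus 3 SD, cut at about 10% in these data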;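 further: 0% = DMSO wells and 100% = sodium butyrate wells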
hcDAF-12 act: H. contortus DAF-12 activation, primary screen. 370,000 tested, 1.4% active. HEK293 hcDAF-12 lit1-tk-luc reporter, luminescence; 0% DMSO, 100% Δ7-dafachronic acid. AID 652067. activation, % at 6.8 µM;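 active means activation above the mean of all tested compounds plus 3 SD, cut at about 5.5% in these data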;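 further: 100% = response to 3 µM Δ7-dafachronic acid high control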
DAX1 inh-2: blocks DAX1 repression of SF-1 activated StAR promoter | HEK293T StAR-luciferase reporter, SF-1/DAX-1 repression relief | inhibition, % at 6.8 µM | 370,000 tested, 1.1% active | AID 652010;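 active means inhibition above the mean over all tested compounds plus 3 SD, cut at about 3.6% in these data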;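 further: 0% = DAX-1 cells with DMSO and 100% = cells lacking DAX-1 with DMSO; higher inhibition means more luminescence from relief of DAX-1 repression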
HGIII-sPLA2 inh: Blocks human group III sPLA2 activity. Q9NZ20. QFRET BODIPY PC-A2 liposome hydrolysis, fluorescence. inhibition, % at 12.2 µM. 370,000 tested, 0.56% active;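 active means inhibition above mean plus 3 SD of compounds lying within the high and low control bounds, cut at about 19% in these data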;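 further: 0% = median of test compound wells and 100% = no enzyme DMSO wells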
KLK7 zymogen act: activators of human kallikrein-7 zymogen. activation, % at 7 µM. AID 652039. P49862. purified proKLK7, EDANS-DABCYL substrate fluorescence; 100% is mature enzyme control, 0% vehicle. 370,000 tested, 0.9% active;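 active means activation above the mean of all tested compounds plus 3 SD, computed per campaign excluding outliers beyond control limits, cut at about 13% in these data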
GC-A act: GC-A (human) enzyme activation. HEK293 GC-A cells, cGMP TR-FRET, EC30 ANP; 0% at EC30 ANP, 100% saturating ANP. P16066. 370,000 tested, 0.14% active. activation, % at 10 µM. AID 1671463; in the data active means activation above about 40%
Target sequence (P16066 whole entry, looked up): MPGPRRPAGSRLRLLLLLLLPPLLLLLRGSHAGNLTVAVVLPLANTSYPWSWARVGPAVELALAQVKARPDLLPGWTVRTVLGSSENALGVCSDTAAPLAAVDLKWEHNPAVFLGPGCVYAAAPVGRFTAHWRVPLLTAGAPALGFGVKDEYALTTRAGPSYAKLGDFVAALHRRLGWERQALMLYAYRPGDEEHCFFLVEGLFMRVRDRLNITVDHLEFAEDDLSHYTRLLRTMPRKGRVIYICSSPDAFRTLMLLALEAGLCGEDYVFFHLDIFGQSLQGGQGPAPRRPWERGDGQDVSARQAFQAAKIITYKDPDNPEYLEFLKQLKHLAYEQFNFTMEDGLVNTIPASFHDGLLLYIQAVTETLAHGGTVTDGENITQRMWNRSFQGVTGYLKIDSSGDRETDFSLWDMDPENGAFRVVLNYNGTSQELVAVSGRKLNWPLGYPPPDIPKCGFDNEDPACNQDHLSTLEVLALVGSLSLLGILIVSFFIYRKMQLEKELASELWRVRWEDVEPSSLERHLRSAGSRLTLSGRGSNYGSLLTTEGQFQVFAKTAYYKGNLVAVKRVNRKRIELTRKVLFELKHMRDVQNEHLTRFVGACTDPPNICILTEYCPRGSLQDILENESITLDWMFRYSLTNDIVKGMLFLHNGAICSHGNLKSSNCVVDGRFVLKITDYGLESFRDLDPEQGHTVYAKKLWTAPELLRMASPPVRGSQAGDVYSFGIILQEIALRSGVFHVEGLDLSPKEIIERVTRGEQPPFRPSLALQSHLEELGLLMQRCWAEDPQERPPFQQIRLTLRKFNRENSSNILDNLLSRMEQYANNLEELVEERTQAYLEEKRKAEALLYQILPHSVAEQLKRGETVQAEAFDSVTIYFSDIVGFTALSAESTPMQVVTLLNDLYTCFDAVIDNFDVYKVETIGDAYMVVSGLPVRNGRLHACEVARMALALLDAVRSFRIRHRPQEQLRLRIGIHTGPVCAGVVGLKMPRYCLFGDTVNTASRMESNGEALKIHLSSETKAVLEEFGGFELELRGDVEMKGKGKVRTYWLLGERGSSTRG
ssDAF12 agonist: activates DAF-12 receptor from parasite S. stercoralis | HEK293 ssDAF-12/GRIP1 lit1-tk-luc reporter, luminescence; % of 3 µM dafachronic acid response | activation, % at 6.8 µM | 370,000 tested, 1% active;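 active means activation above the mean over all tested compounds plus 3 SD, cut at about 0.9% in these data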;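 further: 0% = DMSO-only wells and 100% = 3 µM delta7-dafachronic acid wells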
SMARCA2 act: increases SMARCA2 function in MMTV reporter cells. activation, % at 9.1 µM. MG213 cells, MMTV-luciferase reporter, dexamethasone, overnight. AID 652017. 370,000 tested, 1% active; in the data active means activation above about 7.8%;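 further: 0% = vehicle wells and 100% = reference activator wells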
FXN GAA850 act: increases GAA850 frataxin promoter reporter activity; HEK293 lucGAA850 FXN promoter luciferase reporter, 24 h; percent of 10 µM SAHA response; activation, % at 6 µM; 360,000 tested, 0.56% active;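 active means activation above the average of all compounds screened plus 3 SD, cutoff fixed separately per campaign, cut at about 7.5% in these data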;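 further: 0% = DMSO wells and 100% = 10 µM SAHA wells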
GC-B act: GC-B (human) receptor activation; HEK293-GC-B cells, CNP EC30, cGMP TR-FRET; 0% at EC30 CNP, 100% saturating CNP; activation, % at 10 µM; 370,000 tested, 0.11% active;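 active means activation at 10 µM reaching about 35% in either raw or pattern-adjusted values, limit read from the data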
* marks the source's active call; other numbers are inactive results; x = no result given.

SMILES	DAX1 inh-1	hgDAF12 agonist	hcDAF-12 act	DAX1 inh-2	HGIII-sPLA2 inh	KLK7 zymogen act	GC-A act	ssDAF12 agonist	SMARCA2 act	FXN GAA850 act	GC-B act
CSCCC(NC(=O)CCC(=O)OCC(=O)[C@@]1(O)CCC2[C@@H]3CCC4=CC(=O)C=C[C@]4(C)C3[C@@H](O)C[C@@]21C)C(=O)O (stereo not given in full)	0.2	-1.9	1.5	0.3	2	-0.1	0	-1.5	3	4.5	-2
CC1(C(=O)NS(=O)(=O)c2ccccc2Cl)CCN1C(=O)c1ccco1 (stereo not given)	x	1.5	-1.9	0.8	2	0.7	3	-1.5	0	-0.7	1
COc1ccc(N(C)S(=O)(=O)c2ccc3c(c2)CCC(=O)N3)cc1	1.8	-0.1	0.3	0.5	-7	0.0	2	-1.1	3	3.6	1
CC1=C(C(=O)Nc2ccccc2)C(c2ccc(C)o2)n2ncnc2N1 (stereo not given)	-0.6	-1.1	0.1	-0.2	2	-0.3	-7	-1.3	0	-1.2	-3
Cc1ccc(NC(=O)Nc2ccccc2C(=O)NCc2ccccc2)cc1	-0.3	-1.6	-0.7	-0.3	2	0.2	1	-0.9	3	1.0	4
Cc1ccc(NC(=O)c2oc3ccc(S(=O)(=O)N4CCOCC4)cc3c2C)c(C)c1	3.3	-2.0	1.4	-0.2	0	-0.5	3	-1.2	-4	0.8	5
CCC(=O)N1c2ccc(S(=O)(=O)NCCc3ccccc3)cc2CC1C (stereo not given)	-0.8	-0.9	1.7	-0.9	-14	0.0	1	-1.7	1	0.7	6
COc1ccccc1CNc1nc2nc(C)cc(=O)n2[nH]1	0.5	0.2	0.2	0.3	2	0.0	-2	-1.2	0	0.7	0
CC(=O)c1cccc(S(=O)(=O)N2CCC(c3nc4ccccc4[nH]3)CC2)c1	-0.7	-0.9	0.3	0.1	-5	-0.3	-3	-0.6	2	0.1	-1
O=C(Nc1cccc(F)c1)c1ccc2c(c1)OCO2	2.9	7.4	0.9	1.0	7	-0.3	0	-0.3	1	5.4	-4
CCN1CCN(CCCNC(=O)c2ccc(NC(=O)C3=CSCCO3)cc2)CC1	1.1	-0.7	0.5	0.6	-2	-0.5	-2	-1.4	0	1.9	6
CCOc1cc(/C=N\n2nnnc2N)ccc1O	0.1	-2.0	-0.1	-0.3	-1	-0.5	-5	-1.2	4	1.2	-8
c1ccc(-c2nnc(CSc3nc4ccccc4[nH]3)o2)cc1	0.7	-0.9	-0.7	0.1	-6	0.4	7	-1.0	-2	-1.6	0
COc1ccccc1N1CCN(C(=O)c2cc(S(=O)(=O)N3CCOCC3)ccc2C)CC1	-0.1	-3.1	-0.4	-1.5	10	0.3	1	-0.1	-3	-1.2	3
CC1(C)Cc2cccc(OCC(=O)N3CCN(c4ccccc4)CC3)c2O1	1.5	-1.0	1.4	-0.1	-11	0.1	-2	-0.9	3	2.7	2
COc1cccc(SCC2CSc3nc4ccccc4c(=O)n32)c1 (stereo not given)	-0.1	2.7	0.2	-0.8	1	0.2	-3	-1.7	-1	-0.8	-6
CCOC(=O)CN(C(=O)CSc1nnnn1C)c1ccccc1	-0.5	1.7	-0.5	-1.1	4	0.0	3	-0.9	-1	-0.6	5
Cc1ccc(OCC(=O)NNC(=O)C2CCC2)cc1C	0.8	2.1	-1.2	1.1	-3	-0.8	-1	-1.3	3	-0.6	-2
CC(C)c1ccc(C(=O)NCCCNC(=O)c2cnccn2)cc1	1.0	0.2	-2.3	0.3	6	-0.7	-1	-1.3	-2	1.7	0
CCCc1c(C)c(C#N)c2nc3ccccc3n2c1NCCCN1CCOCC1	1.2	0.3	1.1	-0.7	-5	2.0	-28	-0.7	7	-0.7	-23
CC1(C2CC2)NC(=O)N(CC(=O)Nc2ccccc2-c2ccccc2)C1=O (stereo not given)	0.8	0.2	-0.4	-0.8	-2	-0.2	x	-0.6	-2	-0.3	x
O=C(Cc1cn2ccsc2n1)Nc1cccc2cnccc12	0.0	-1.4	0.8	0.2	1	0.1	7	-1.2	1	-0.3	-3
COc1ccc2c([N+](=O)[O-])c(N3CCCC3)[nH]c2c1	0.1	4.3	0.8	-0.3	-8	1.3	-2	-0.1	1	1.4	4
CC(=O)c1cccc(S(=O)(=O)N2CCN(c3ccccc3F)CC2)c1	-2.0	-2.7	-0.4	-0.6	-5	0.1	-1	-1.2	-5	0.2	-2
COC(=O)[C@]12CCCCC=C1N(CCc1ccc(OC)c(OC)c1)C(=O)[C@H](CC(=O)N1CCCC1)C2	x	-1.8	2.1	-1.1	1	-0.4	-1	-0.2	-3	x	9
O=C(Nc1cccc2ccccc12)/C(=C/c1cccc([N+](=O)[O-])c1)NC(=O)c1cccs1	1.0	-3.4	0.4	-0.3	-5	0.1	-2	-1.4	-2	-4.9	-1
COc1ccc(OC)c(NC(=O)CSc2nc3ccccc3c(=O)n2CCNC(C)=O)c1	1.9	-0.9	-0.9	-0.3	8	0.6	4	-1.1	-3	-1.6	1
Cc1ccc(-c2nn(-c3ccccn3)c(=O)c3ccccc23)cc1C	0.9	-3.9	-1.3	-1.5	13	-0.1	5	-1.0	-5	3.8	5
c1ccc(-n2nnnc2NC2CCCCC2)cc1	-0.7	0.1	-3.1	-1.9	1	-0.3	3	-1.1	-5	-1.2	3
O=C(COC(=O)c1cccnc1)c1ccc(Cl)c(Cl)c1	-1.3	0.7	-0.8	0.1	-1	0.1	10	-0.8	2	1.3	-4
C=CCC1CCCCC12NC(=O)N(c1ccccc1)N2 (stereo not given)	-1.8	3.0	1.0	0.2	7	0.6	0	-1.1	-2	0.6	-2
CC(=O)c1ccc(NC(=O)CCc2nc3sc4c(c3c(=O)[nH]2)CCCC4)cc1	-0.4	1.6	-1.9	-1.1	-9	-1.5	0	-1.1	0	0.4	-9
CN(C)S(=O)(=O)c1cccc(NC(=O)c2ccc(S(=O)(=O)N3CCCC3)cc2)c1	-1.3	-2.7	-3.5	-1.6	-14	0.2	2	-1.5	-2	0.7	-3
COc1ccc(NC(=O)CN2CCC(C(N)=O)CC2)cc1	1.1	-1.9	-0.5	-0.9	4	-0.5	0	-1.4	4	0.3	3
COc1ccc2[nH]cc(CCn3ccc(O)c(C/C=C/c4ccccc4)c3=O)c2c1	0.0	-1.2	-1.4	-0.6	-22	-0.2	-10	-1.8	-4	-3.4	-3
Cc1c(C(c2cc(O)ccc2O)c2c(C)n(C)n(-c3ccccc3)c2=O)c(=O)n(-c2ccccc2)n1C	0.6	-1.1	0.8	0.0	6	-0.2	5	-0.6	-3	1.9	1
COc1ccccc1C(=O)COC(=O)/C(=C/c1ccccc1)NC(C)=O	0.2	-1.8	-1.6	-0.1	-4	-0.1	3	-1.1	0	-0.9	2
O=C1CCCC2=C1C1(CCCC1)N=C(Nc1nc3cc(Br)ccc3o1)N2	x	-2.9	-1.8	x	-4	x	-12	-2.2	x	x	-17
O=C(CNC(=O)c1ccccc1F)OCc1nc2ccc(Cl)cc2n1CCO	0.0	0.2	0.2	0.3	10	-0.3	-3	-0.3	0	1.9	-1
COC(=O)[C@]12C[C@H](CC(=O)N3CCN(C(=O)c4ccco4)CC3)C(=O)N(CCC3=CCCCC3)C1=C[C@H](COCc1ccccc1)O[C@@H]2C	x	-1.1	-0.6	0.0	-12	1.3	2	-1.8	-1	x	8
Cc1noc(C)c1CN(C(=S)NC1CC2CCC1C2)c1ccccc1 (stereo not given)	0.2	2.4	-1.6	0.3	-1	0.2	-11	-2.1	-2	2.7	-2
CCOC(=O)COc1ccc(S(=O)(=O)NCc2ccco2)cc1	0.7	-1.5	0.8	-0.2	2	-0.4	1	-1.3	-3	0.7	4
CN1C(=O)C2CN(CCc3ccccc3)CNC2N(C)C1=O (stereo not given)	-0.4	-1.6	-0.9	-0.1	3	-0.6	4	-1.2	-1	0.1	3
CC(C)Oc1ccc(S(=O)(=O)N2CCOCC2)cc1NC(=O)Cc1cccs1	-1.5	-1.1	-0.4	-1.0	4	0.4	3	-0.5	-1	1.4	2
COc1ccc(NC2CCCN(C(=O)Cn3ccc(C)n3)C2)cc1OC (stereo not given)	0.9	1.3	4.1	0.2	1	0.1	-6	-0.5	-1	1.7	-2
COc1cc2oc3ccccc3c2cc1N(CC(=O)N1CCCCC1)S(=O)(=O)c1ccc(C)cc1	0.1	-3.3	-0.7	-1.2	-21	-1.3	-3	-1.3	-1	0.3	-5
Cc1ccnc(NC(=O)CCNC(=O)c2ccc(Br)cc2)c1	-1.2	4.3	0.7	2.1	6	0.8	0	0.4	2	0.8	-1
CCOc1ccc2[nH]c(=O)c(C(c3nnnn3CCOC)N3CCOCC3)cc2c1 (stereo not given)	0.0	-2.5	-1.3	0.0	-1	1.7	-6	-1.0	1	-0.5	0
CCN1CCC2(CCN(Cc3cn[nH]c3-c3ccc(OC)c(F)c3)C2)C1 (stereo not given)	-0.1	0.4	0.4	0.2	4	-0.6	-6	-0.7	4	1.4	0
CSCC[C@H](N)C(=O)NCC1CCC(C(=O)Nc2ccc3c(c2)OCO3)CC1 (stereo not given in full)	1.9	4.5	0.0	0.0	-1	-0.2	2	-0.8	1	1.8	-2
CC(=O)COC(=O)CNC(=O)c1ccc(Br)cc1	-0.9	1.1	-0.7	0.1	1	-0.6	1	-1.2	-1	-2.2	-1
O=C(CSc1nnc(-c2ccccc2O)o1)NC1CCCCC1	2.0	0.9	-1.0	-0.2	-5	0.7	3	-1.1	0	-2.2	4
COc1ccc(OCCCC(=O)Nc2cccc(C(C)=O)c2)cc1	1.4	1.1	1.1	0.1	3	-0.2	-6	-1.2	-2	-0.4	10
COc1ccccc1Oc1ncnc2sccc12	-0.3	-0.5	-1.2	-0.2	3	0.1	1	-1.1	2	0.8	-1
CSCCC1NC(=O)N(CC(=O)Nc2cccc(S(=O)(=O)N3CCCCCC3)c2)C1=O (stereo not given)	-0.9	-4.8	-1.5	-1.1	-15	0.3	5	-1.3	-4	-1.6	3
COc1ccc(CNC(=O)Nc2ccc([N+](=O)[O-])cc2)cc1	0.0	-1.6	-0.7	-0.2	-1	-0.7	-3	-1.3	1	-1.5	3
Cc1ccn2c(NC3CCCCC3)c(C(C)C)nc2c1	-0.7	1.3	-1.3	-0.2	2	0.8	-8	-0.7	-2	-1.8	-5
COC(=O)c1ccc(C(=O)OCc2nc3cc4ccccc4cc3[nH]2)cc1	-0.2	1.2	-0.7	1.2	-2	0.9	6	-1.1	0	-1.7	-9
CCC(=O)Nc1nnc(S(=O)(=O)N2CCc3ccccc32)s1	-0.1	0.6	0.5	-0.9	-11	0.3	13	-0.7	1	1.3	5

Part of the list above, with bars between the fields.
SMILES | DAX1 inh-1 | hgDAF12 agonist | hcDAF-12 act | DAX1 inh-2 | HGIII-sPLA2 inh | KLK7 zymogen act | GC-A act | ssDAF12 agonist | SMARCA2 act | FXN GAA850 act | GC-B act
Cc1ccnc(NC(=O)CCNC(=O)c2ccc(Br)cc2)c1 | -1.2 | 4.3 | 0.7 | 2.1 | 6 | 0.8 | 0 | 0.4 | 2 | 0.8 | -1
CCOc1ccc2[nH]c(=O)c(C(c3nnnn3CCOC)N3CCOCC3)cc2c1 (stereo not given) | 0.0 | -2.5 | -1.3 | 0.0 | -1 | 1.7 | -6 | -1.0 | 1 | -0.5 | 0
